AmpC inh no detg: inhibitors of E. coli AmpC beta-lactamase without detergent; Potency, µM (highest dose often 57.1 µM), for the others: at the top dose activity change, negative = inhibition, most hits filed as inhibitors; AmpC nitrocefin hydrolysis, absorbance 480 nm, 0.0001% Triton; 330,000 compounds, 0.52% hits; AID 485341; P00811;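 note: potency is the fitted concentration of half-maximal effect; plate controls were no compound for no effect and no enzyme for full effect; nearly all actives have a fitted effect of over 20% in size; some results filed as inactive show a strong effect at the top dose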
Target sequence (P00811 whole entry, looked up): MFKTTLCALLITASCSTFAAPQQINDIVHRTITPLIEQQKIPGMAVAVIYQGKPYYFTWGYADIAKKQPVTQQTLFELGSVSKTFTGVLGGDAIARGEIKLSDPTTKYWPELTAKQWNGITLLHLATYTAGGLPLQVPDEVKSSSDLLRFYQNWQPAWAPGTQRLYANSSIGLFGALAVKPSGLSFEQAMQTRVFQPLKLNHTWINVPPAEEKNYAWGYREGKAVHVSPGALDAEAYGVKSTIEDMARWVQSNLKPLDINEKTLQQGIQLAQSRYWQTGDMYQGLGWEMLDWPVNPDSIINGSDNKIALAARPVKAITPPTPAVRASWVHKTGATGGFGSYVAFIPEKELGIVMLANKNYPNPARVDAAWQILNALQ
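AmpC (5.3 nM in the dispensed reagent) in 20 mM phosphate pH 7.0 with 0.01% (detergent screen) or 0.0001% Triton X-100 was preincubated with compounds for 15 min at room temperature. Nitrocefin was then added from an 800 uM solution, and hydrolysis was followed at 480 nm.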
LmPK inhibitor: LmPK (Leishmania mexicana) enzyme inhibition | Q27686 | purified LmPK, Kinase-Glo ATP luminescence, 1 h | Potency, µM (highest dose often 57.5 µM), for inactives: at the top dose activity change, negative = inhibition, usual class: inhibitors | 290,000 compounds, 0.37% hits | AID 1721; note: potency is the fitted concentration of half-maximal effect
Target sequence (Q27686 whole entry, looked up): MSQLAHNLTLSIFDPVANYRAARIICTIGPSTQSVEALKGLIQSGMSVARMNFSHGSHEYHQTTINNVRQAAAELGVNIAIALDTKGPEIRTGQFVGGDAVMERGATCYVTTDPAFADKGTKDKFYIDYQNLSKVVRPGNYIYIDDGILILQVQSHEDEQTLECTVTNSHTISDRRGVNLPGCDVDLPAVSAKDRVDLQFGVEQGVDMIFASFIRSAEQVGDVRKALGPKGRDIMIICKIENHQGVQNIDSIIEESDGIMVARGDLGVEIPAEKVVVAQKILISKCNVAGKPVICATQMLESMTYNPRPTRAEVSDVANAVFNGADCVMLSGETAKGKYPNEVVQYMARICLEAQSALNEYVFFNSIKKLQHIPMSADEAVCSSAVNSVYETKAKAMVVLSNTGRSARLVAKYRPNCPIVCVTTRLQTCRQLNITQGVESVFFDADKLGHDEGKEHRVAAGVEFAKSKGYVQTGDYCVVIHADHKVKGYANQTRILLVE
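qHTS format; LmPK 0.1 nM; substrates PEP 0.5 mM and ADP 0.1 mM. One-hour room-temperature incubation, then coupled luciferase luminescence; 0.5 nM enzyme wells mark activation.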
AmpC detergent: blocks E. coli AmpC beta-lactamase in detergent assay. P00811. AmpC hydrolysis of nitrocefin, absorbance 480 nm, 0.01% Triton. Potency, µM (highest dose often 114 µM), for the others: top-dose activity change, negative = inhibition, most hits filed as inhibitors. 370,000 compounds, 0.041% hits. AID 485294;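 note: potency is the fitted concentration of half-maximal effect; 0% = no-compound wells and -100% = no-enzyme wells; nearly all actives have a fitted effect of over 25% in size; some results filed as inactive show a strong effect at the top dose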
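20 mM phosphate pH 7.0 + 0.01% (detergent screen) or 0.0001% Triton X-100; 5.3 nM AmpC reagent; cpd preinc 15 min RT; nitrocefin (800 uM stock) to start; A480 q20 s × 4 min; Activity was normalised to no-enzyme and no-compound control wells.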
AMA1-RON2 inh: disrupts binding of P. falciparum AMA1 to RON2; AlphaScreen AMA1-biotinylated RON2 peptide binding; 360,000 compounds, 0.2% hits; AID 720542; Potency, µM (series often up to 58.2 µM), for the others: top-dose activity change, negative = inhibition, actives largely listed as inhibitors;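 note: potency is the fitted concentration of half-maximal effect; 0% = vehicle wells and -100% = peptide control; nearly all actives have a fitted effect of over 45% in size; some results filed as inactive show a strong effect at the top dose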
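AMA1 (3D7) with his tag at 25 nM final met compounds first, then biotinylated RON2 peptide at 25 nM; detection used donor plus acceptor beads, 10 µg/mL apiece, read by AlphaScreen after 30 min at room temperature.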
HCMV inh: inhibitors of human cytomegalovirus. HFF cells, HCMV-luciferase reporter, 72 h; active compounds read low. activity change, negative = inhibition, % at 57.5 µM. 410,000 compounds, 4.5% hits. AID 1259415; in the data active = activity change below about -60%; inconclusive = no clear call, values can overlap the other calls; inactive = above about -39%
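Luciferase read-out from HCMV-luciferase-infected HFFs (MOI 1 PFU/cell) 72 h post infection at 37C; compounds added after 16 h cell attachment; activity normalized between buffer-only basal and Salinomycin (10uM) inhibitor controls.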
TbPYK inhibitor: blocks Trypanosoma brucei pyruvate kinase; Q57TT1; TbPYK enzyme, Kinase-Glo Plus ATP luminescence, 45 min; Potency, µM (doses to about 76.8 µM), inactives show at the highest dose activity, negative = inhibition, actives largely listed as inhibitors; 410,000 compounds, 0.12% hits; note: potency is the fitted concentration of half-maximal effect; nearly all actives have a fitted effect of over 50% in size
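Screened from lowest to highest concentration, compounds were pinned into TbPYK/substrate mixtures, and ADP (130 uM final) was added. Plates sat at room temperature for 45 min prior to Kinase-Glo Plus detection by luminescence.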
HCV inh: inhibitors of hepatitis C virus infection | Huh7.5.1 HCVcc-Cre infection, luciferase reporter, 44 h | Potency, µM (titrated, usually from 41.8 µM), for the others: at the top dose activity change, negative = inhibition, most hits filed as inhibitors | 340,000 compounds, 3.4% hits | AID 651820; note: potency is the fitted concentration of half-maximal effect
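Compounds are dispensed onto cells plated 4 h earlier at 1,000 per well, with HCVcc-Cre virus (about 0.5 moi) added next. Following 44 h of culture, luminescent signal is measured for 15 sec after 15 min with substrate at room temperature.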
Active calls of the source: *; ? = inconclusive; . = no result given; [ ] = another dose, or the depositor's remark. Unless noted, calls come from the whole dose curve; as a rule, active = well fitted curve in the direction sought with a large enough effect; inconclusive = small, poorly fitted or top-dose-only effect, or another doubt; inactive = no such curve, though single readings can be large; an effect the other way counts as inactive or inconclusive. Unless noted, % is set by controls: 0 for no effect and ±100 for the full control effect.

entry	SMILES	LmPK inhibitor	AMA1-RON2 inh	HCV inh	AmpC inh no detg
1	COCCCNC(=S)N1CCN(c2nc3ccccc3s2)CC1	3%	-12%	?	86%[activator]
2	CC(C)(C)OC(=O)[C@H](Cc1ccccc1)NC(=O)c1nc[nH]c1C(=O)NCCCCCN	.	66%[activator]	16%	123%[activator]
3	CCn1c(SCC(=O)c2ccc(F)cc2)nnc1-c1ccoc1C	-9%	11%	-27%	-4%
4	COc1cccc(CNC(=O)c2ccc(NC(=O)N3CC(C)Sc4ccccc43)cc2)c1 (stereo not drawn)	.	.	.	.
5	Cc1cc(C(=O)NNS(=O)(=O)c2ccc(F)cc2)nn1C(C)(C)C	1%	4%	10%	-14%
6	CCOc1cccc2cc(C(N)=O)c(=N)oc12	1%	-13%	-5%	-7%
7	CC(=O)c1ccc(NC(=O)CSc2nnc(-c3ccncc3)n2C2CC2)cc1	.	-7%	0%	-26%
8	Cc1ccc(S(=O)(=O)NC(=O)C2(C)CCN2C(=O)CC2CCCC2)nc1 (stereo not drawn)	.	81%[activator]	.	.
9	Cc1cc(C)nc(NC(=O)Cc2ccc(Cl)cc2)c1	31%	-6%	9%	-21%
10	Cc1cc(O)ccc1C1(c2ccc(O)cc2C)OC(=O)c2ccccc21	-1%	3%	2%	-30%
11	C=CC[N+]1(CC#Cc2ccccc2)CCCC1	-2%	2%	-7%	-38%
12	Cc1ccc(S(=O)(=O)NCC(C)NC(=O)CN2CCOCC2)cc1 (stereo not drawn)	0%	-11%	9%	51%
13	CC(=O)Nc1cccc(NC(=O)C(C)N2c3cccc4cccc(c34)S2(=O)=O)c1 (stereo not drawn)	-1%	-1%	-3%	2%
14	CC1=CC(C)(C)N(C(=O)CN2C(=O)c3ccccc3C2=O)c2ccc(C)cc21	-3%	-7%	?	-14%
15	c1ccc(CNC2CCCCCCC2)cc1 (tested in a mixture with another compound)	.	4%	3%	.

entry	AmpC detergent	TbPYK inhibitor	HCMV inh
1	4%	0%	6
2	?	3%	-25
3	?	-9%	11
4	10%	-3%	9
5	8%	2%	27
6	1%	-18%	-14
7	4%	2%	0
8	.	-6%	-33
9	-20%	0%	-35
10	-2%	0%	-96*
11	-2%	11%	-27
12	-2%	0%	7
13	-12%	-1%	-12
14	-17%	5%	?
15	.	3%	-12

Next results
entry	SMILES	LmPK inhibitor	AMA1-RON2 inh	HCV inh	AmpC inh no detg
16	Cc1ccc(S(=O)(=O)N2CCN(Cc3ccccc3C(F)(F)F)CC2)cc1	-8%	-2%	17%	-22%
17	Cc1ccc(NC(=O)c2ccccc2-c2cc(C)no2)cc1	0%	-4%	-2%	0%[2.29 µM]
18	C=CCOC(=O)C1=C(C)OC(N)=C(C#N)C1c1ccco1 (stereo not drawn)	-1%	1%	11%	-20%
19	COc1ccc(OCC#CCN2CC(C)OC(C)C2)cc1 (stereo not drawn)	0%	11%	10%	3%
20	O=C(Nc1ccon1)c1cc2c(s1)CCCCCC2	3%	-3%	?	-27%
21	O=C(C1=C[C@@H](C2CCCCC2)C[C@@H](OCc2ccc(CO)cc2)O1)N1CCN(Cc2ccccc2)CC1	5%	?	-18%	112%[activator]
22	Cc1nc2scc(-c3ccccc3)c2c(=O)n1N=C1C=CC(=O)C=C1	-21%	-15%	?	28%
23	CCOc1cccc2sc(NN)nc12	?	7%	-13%	-25%
24	O=C(NNC(=O)c1csc(-c2cccnc2)n1)Nc1ccc(Cl)cc1	-2%	129%[activator]	9%	-18%
25	CC(C)N1CCC(N2CCN(Cc3cccc4nonc34)CC2CCO)CC1 (stereo not drawn)	-1%	9%	-2%	-24%
26	O=C(c1ncn(Cc2ccccc2)c1C(=O)N1CCc2ccccc2C1)N1CCc2ccccc2C1	.	16%	?	38%
27	O=[N+]([O-])c1ccc(S(=O)(=O)CC2CSc3nc4ccccc4n32)cc1 (stereo not drawn)	-2%	0%	?	-16%
28	COc1ccccc1C(=O)NNC(=O)CCN1C(=O)/C(=C\c2ccccc2)SC1=S	10%	20%	-20%	-28%
29	O=C(NC1CCN(Cc2ccccc2)CC1)c1cc(Br)c(Br)[nH]1	2%	7%	2%	-36%
30	COc1ccc(N2CCN(C(=O)C3CCCO3)CC2)cc1 (stereo not drawn)	-4%	0%	14%	-10%

entry	AmpC detergent	TbPYK inhibitor	HCMV inh
16	-5%	-11%	27
17	-8%	-9%	-23
18	8%	-7%	28
19	?	3%	9
20	1%	-3%	69
21	-4%	0%	-15
22	-1%	4µM*	?
23	?	-12%	63
24	1%	1%	2
25	-4%	4%	48
26	-7%	1%	1
27	-7%	-4%	-79*
28	-14%	-9%	90
29	-5%	0%	-23
30	-10%	-8%	8

Single records, from the list above. Screens in order: LmPK inhibitor, AMA1-RON2 inh, HCV inh, AmpC inh no detg, AmpC detergent, TbPYK inhibitor, HCMV inh
CCn1c(SCC(=O)c2ccc(F)cc2)nnc1-c1ccoc1C reads -9%, 11%, -27%, -4%, ?, -9%, 11
Cc1ccc(S(=O)(=O)NC(=O)C2(C)CCN2C(=O)CC2CCCC2)nc1 (stereo not drawn) reads ., 81%[activator], ., ., ., -6%, -33

The listing picks up, repeating the five entries before the break.
entry	SMILES	LmPK inhibitor	AMA1-RON2 inh	HCV inh	AmpC inh no detg
26	O=C(c1ncn(Cc2ccccc2)c1C(=O)N1CCc2ccccc2C1)N1CCc2ccccc2C1	.	16%	?	38%
27	O=[N+]([O-])c1ccc(S(=O)(=O)CC2CSc3nc4ccccc4n32)cc1 (stereo not drawn)	-2%	0%	?	-16%
28	COc1ccccc1C(=O)NNC(=O)CCN1C(=O)/C(=C\c2ccccc2)SC1=S	10%	20%	-20%	-28%
29	O=C(NC1CCN(Cc2ccccc2)CC1)c1cc(Br)c(Br)[nH]1	2%	7%	2%	-36%
30	COc1ccc(N2CCN(C(=O)C3CCCO3)CC2)cc1 (stereo not drawn)	-4%	0%	14%	-10%
31	O=C(NC1CCCC1)C(c1ccsc1)N(Cc1ccco1)C(=O)Cc1cccs1 (stereo not drawn)	8%	-10%	-3%	-5%
32	O=C(CSc1nnc(-c2cccnc2)s1)Nc1ccccc1	-7%	-3%	-2%	-4%
33	Cc1ccccc1Nc1nc(N)nc(CSc2nnc3ccccn23)n1	1%	11%	8%	-24%
34	CCCn1c(SCC(=O)NCC)nc2sc3c(c2c1=O)CCC3	0%	3%	-6%	-11%
35	CCCCCNC(=O)C1CCC(Cn2c(=O)c3sccc3n(CC(=O)N3CCCC3)c2=O)CC1 (stereo not drawn)	.	.	.	.
36	O=[N+]([O-])c1cc(/C=N/OCc2c(Cl)cccc2Cl)ccc1N1CCOCC1	-1%	?	?	15%
37	COC(=O)c1c(NC(=O)CSc2nnc(-c3ccco3)n2Cc2ccccc2)sc(C)c1C	-1%	-15%	?	-2%
38	CCN(CC)C(=O)c1ccc(COc2ccc(Cl)c(C)c2)o1	2%	-7%	?	76%[activator]
39	CCc1ccc(N2CC(C(=O)Nc3ccccc3F)CC2=O)cc1 (stereo not drawn)	-1%	10%	-12%	-4%
40	S=C(NCCc1ccccc1)N1Cc2cc(N3CCCCC3)ccc2-n2nncc2C1	.	-30%	.	.
41	Brc1ccc(-c2nc3ncccn3c2NC2CCCCC2)o1	-3%	3%	-15%	29%
42	CSCC(NS(=O)(=O)c1ccc(C)cc1)C(=O)O (stereo not drawn)	-2%	-5%	9%	-1%
43	Cc1ccc(C(=O)NNc2ncnc3c2cnn3C)cc1	4%	88%[activator]	17%	-11%
44	CCN(CC)Cc1cc(NC2=NS(=O)(=O)c3ccccc32)ccc1OC(=O)C(C)C	7%	8%	-12%	-21%
45	COc1ccccc1C1OCC(C)(C)CO1	.	-2%	1%	.
46	CC(=O)Nc1c(C(=O)C2CC2)oc2ccccc12	-2%	-5%	?	-3%
47	CCNc1nc(Cl)nc(NCCOc2ccc(C)cc2)n1	-3%	-7%	-19%	-26%

entry	AmpC detergent	TbPYK inhibitor	HCMV inh
26	-7%	1%	1
27	-7%	-4%	-79*
28	-14%	-9%	90
29	-5%	0%	-23
30	-10%	-8%	8
31	-11%	-4%	1
32	7%	-3%	-2
33	-3%	-5%	10
34	-9%	-1%	38
35	14%	4%	11
36	-5%	4%	-34
37	?	-8%	20
38	?	-7%	41
39	0%	-2%	35
40	.	-2%	-18
41	1%	2%	?
42	-6%	10%	-14
43	-5%	-13%	8
44	?	-1%	-8
45	.	-3%	-8
46	2%	2%	6
47	1%	3%	2

Bioassay records as filed in PubChem BioAssay.
